T cruzi HTS – inhibitors of intracellular Trypanosoma cruzi, primary screen, cell-based, plate reader, single point, set 2. intracellular Trypanosoma cruzi in host cells. activity score (inhibition), % at 5.01 µM. 22,000 compounds, 4.9% hits; in the data active means activity score above about 55%;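 further: parasites and compound incubated about four days before reading; 0% = median of neutral control wells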
INS-1E rescue – protection of INS-1E cells from cytokine death, primary screen, ATP luminescence, single point; INS-1E cytokine-induced death, 48 h; normalised: neutral wells 0, positive control 100; protection from cytokine-induced ATP loss, % at 10 µM; 20,000 compounds, 0.1% hits; AID 488910, 2010;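 active means mean replicate protection from cytokine-induced ATP loss at least 50% and at least 75% of replicates each reaching 50%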
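Material: INS-1E rat cells; Quantity: 8000 cells/well; Buffer or medium: phenol-red-free RPMI with 5% fetal bovine serum; Probe or stimulus: cytokine cocktail of IFN-γ, TNF-α and IL-1β; Compound dosing: single test concentration per compound, delivered by pin transfer; Incubation: 48 h co-treatment, 10 min post-lysis read; Signal: CellTiter-Glo luminescence.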
The depositor's hits bear a star; . = no result given.

Molecule | T cruzi HTS | INS-1E rescue
CC(C)NC(=O)Nc1ccc2c(c1)C(=O)N([C@H](C)CO)C[C@H](C)[C@@H](CN(C)C(=O)NC1CCCCC1)OCCCC[C@@H](C)O2 | -8 | 4
Cc1cc(C(=O)Nc2cccc3c2O[C@@H](CN(C)S(C)(=O)=O)[C@H](C)CN([C@H](C)CO)C3=O)n(C)n1 | -27 | 12
Cc1noc(C)c1NC(=O)Nc1ccc2c(c1)CC(=O)N([C@@H](C)CO)C[C@H](C)[C@H](CN(C)C(=O)Nc1ccc(F)cc1)O2 | -15 | 5
CC(C)NC(=O)N(C)C[C@@H]1OCCCC[C@@H](C)Oc2ccc(NS(=O)(=O)c3cccs3)cc2C(=O)N([C@H](C)CO)C[C@@H]1C | 2 | -4
C[C@@H]1CCCCO[C@H](CN(C)C(=O)Nc2ccc(C(F)(F)F)cc2)[C@@H](C)CN([C@H](C)CO)C(=O)c2cc(NS(=O)(=O)c3ccc(F)cc3)ccc2O1 | 48 | 0
Cc1ccc(S(=O)(=O)Nc2ccc3c(c2)CC(=O)N([C@H](C)CO)C[C@@H](C)[C@@H](CN(C)C(=O)Nc2ccc(C(F)(F)F)cc2)O3)cc1 | 0 | 1
C[C@@H]1CCCCO[C@H](CN(C)S(=O)(=O)c2ccc(F)cc2)[C@@H](C)CN([C@H](C)CO)C(=O)c2cc(NC(=O)C3CCCCC3)ccc2O1 | -9 | -1
C[C@@H]1CN([C@@H](C)CO)C(=O)c2cccc(NS(=O)(=O)c3cn(C)cn3)c2O[C@H]1CN(C)C(=O)Nc1ccc(C(F)(F)F)cc1 | -14 | 2

Structural class: the compounds so far with nitrogen in an aromatic ring
Molecule | T cruzi HTS | INS-1E rescue
Cc1cc(C(=O)Nc2cccc3c2O[C@@H](CN(C)S(C)(=O)=O)[C@H](C)CN([C@H](C)CO)C3=O)n(C)n1 | -27 | 12
Cc1noc(C)c1NC(=O)Nc1ccc2c(c1)CC(=O)N([C@@H](C)CO)C[C@H](C)[C@H](CN(C)C(=O)Nc1ccc(F)cc1)O2 | -15 | 5
C[C@@H]1CN([C@@H](C)CO)C(=O)c2cccc(NS(=O)(=O)c3cn(C)cn3)c2O[C@H]1CN(C)C(=O)Nc1ccc(C(F)(F)F)cc1 | -14 | 2

Further entries.
Molecule | T cruzi HTS | INS-1E rescue
C[C@H]1CN([C@@H](C)CO)C(=O)CCCn2nncc2CO[C@H]1CN(C)S(=O)(=O)c1ccccc1F | -4 | .
CC(C)NC(=O)N(C)C[C@@H]1Oc2ccc(NC(=O)Cc3ccccc3)cc2C(=O)N([C@H](C)CO)C[C@@H]1C | -11 | .
C[C@@H]1CN([C@H](C)CO)C(=O)Cc2cc(NC(=O)Nc3ccc4c(c3)OCO4)ccc2O[C@@H]1CN(C)Cc1ccc(-c2ccccc2)cc1 | 62* | -29
Cc1ccc(S(=O)(=O)Nc2cccc3c2O[C@H](CN(C)Cc2ccc(C(=O)O)cc2)[C@@H](C)CN([C@@H](C)CO)C3=O)cc1 | -24 | 5
C[C@H]1CN([C@@H](C)CO)C(=O)Cc2cc(NC(=O)c3ccncc3)ccc2O[C@H]1CN(C)C(=O)Nc1cccc2ccccc12 | 1 | 0
C[C@@H]1CN([C@H](C)CO)C(=O)Cc2cc(NC(=O)Nc3ccc(F)cc3)ccc2O[C@H]1CN(C)S(=O)(=O)c1cccs1 | . | -21
C[C@@H]1CN([C@@H](C)CO)C(=O)c2cccc(NC(=O)C3CC3)c2O[C@H]1CN(C)Cc1ccc(C(F)(F)F)cc1 | 46 | -10
COc1ccc(S(=O)(=O)Nc2cccc3c2O[C@@H](CN(C)S(=O)(=O)c2cccs2)[C@@H](C)CN([C@H](C)CO)C3=O)cc1 | 4 | 6

Next section.
Molecule | T cruzi HTS | INS-1E rescue
C[C@H]1CN([C@@H](C)CO)C(=O)c2cc(NC(=O)NC3CCCCC3)ccc2O[C@H]1CN(C)Cc1ccc(C(=O)Nc2ccccc2N)cc1 | 41 | -14
COc1ccc(NC(=O)Nc2ccc3c(c2)C(=O)N([C@H](C)CO)C[C@H](C)[C@@H](CN(C)Cc2ccccc2)OCCCC[C@@H](C)O3)cc1 | -10 | -16
C[C@H](CO)N1C[C@H](C)[C@@H](CN(C)CC2CC2)Oc2c(NC(=O)Nc3ccccc3)cccc2C1=O | 2 | -2
COc1ccc(NC(=O)Nc2cccc3c2O[C@@H](CN(C)Cc2ccc(-c4ccccc4)cc2)[C@@H](C)CN([C@@H](C)CO)C3=O)cc1 | -15 | -18
C[C@@H]1CN([C@@H](C)CO)C(=O)Cc2cc(NC(=O)C3CCCCC3)ccc2O[C@@H]1CN(C)Cc1ccc(Oc2ccccc2)cc1 | 19 | -104
CC(C)NC(=O)N(C)C[C@@H]1Oc2ccc(NC(=O)CCC(F)(F)F)cc2CC(=O)N([C@H](C)CO)C[C@H]1C | -7 | 11
C[C@H]1CN([C@@H](C)CO)C(=O)Cc2cc(NC(=O)CCN3CCOCC3)ccc2O[C@H]1CN(C)C(=O)Nc1ccc(F)cc1 | -8 | -11
C[C@H](CO)N1C[C@H](C)[C@H](CN(C)C(=O)NC2CCCCC2)Oc2c(NS(C)(=O)=O)cccc2C1=O | -1 | 3

New compounds follow.
Molecule | T cruzi HTS | INS-1E rescue
C[C@@H]1CN([C@@H](C)CO)C(=O)c2cccc(N(C)C)c2O[C@H]1CN(C)Cc1ccc(Cl)c(Cl)c1 | 24 | -43
Cc1noc(C)c1NC(=O)Nc1cccc2c1O[C@H](CN(C)C(=O)NC1CCCCC1)[C@@H](C)CN([C@H](C)CO)C2=O | 16 | 8
C[C@H](CO)N1C[C@H](C)[C@@H](CN(C)Cc2ccc(-c3ccccc3)cc2)Oc2c(NC(=O)C3CCCCC3)cccc2C1=O | 29 | -20
CNC[C@@H]1OCCCC[C@@H](C)Oc2ccc(NS(=O)(=O)c3ccc(Cl)cc3)cc2C(=O)N([C@H](C)CO)C[C@@H]1C | -28 | 3
CC(C)NC(=O)N(C)C[C@@H]1Oc2ccc(NC(=O)Nc3ccc(F)cc3)cc2C(=O)N([C@H](C)CO)C[C@@H]1C | -16 | 5
Cc1noc(C)c1NC(=O)Nc1cccc2c1O[C@H](CN(C)Cc1ccc(-c3ccccc3)cc1)[C@@H](C)CN([C@H](C)CO)C2=O | 25 | -18
C[C@H]1CN([C@@H](C)CO)C(=O)c2cc(NC(=O)Nc3ccc(F)cc3)ccc2O[C@H]1CN(C)Cc1ccc2c(c1)OCO2 | 53 | -7
COc1ccc(S(=O)(=O)N(C)C[C@@H]2Oc3ccc(NS(=O)(=O)c4ccccc4)cc3CC(=O)N([C@H](C)CO)C[C@@H]2C)cc1 | 6 | -3

Remaining list, next part:
Molecule | T cruzi HTS | INS-1E rescue
COc1ccc(CN(C)C[C@@H]2OCCCC[C@@H](C)Oc3ccc(NS(=O)(=O)c4ccc(Cl)cc4)cc3C(=O)N([C@H](C)CO)C[C@@H]2C)cc1 | 16 | -15
C[C@H](CO)N1C[C@H](C)[C@H](CN(C)S(=O)(=O)c2ccccc2)Oc2ncc(C#Cc3ccc(C(F)(F)F)cc3)cc2C1=O | 78* | .
Cc1noc(C)c1NC(=O)N(C)C[C@@H]1OCCCC[C@@H](C)Oc2ccc(NS(=O)(=O)c3ccccc3)cc2C(=O)N([C@H](C)CO)C[C@@H]1C | -10 | 5
C[C@H](CO)N1C[C@H](C)[C@H](CN(C)C(=O)Nc2ccc(F)cc2)Oc2ccc(NC(=O)Cn3cnnn3)cc2CC1=O | -3 | 4
C[C@H](CO)N1C[C@H](C)[C@@H](CN(C)Cc2ccc(C(F)(F)F)cc2)Oc2ccc(NC(=O)C3CCCCC3)cc2C1=O | 8 | -11
C[C@H](CO)N1C[C@H](C)[C@H](CN(C)Cc2ccc(-c3ccccc3)cc2)Oc2ccc(NC(=O)Cc3ccccc3)cc2C1=O | 49 | -23
CC(C)NC(=O)Nc1ccc2c(c1)CC(=O)N([C@H](C)CO)C[C@@H](C)[C@H](CN(C)CC1CCCCC1)O2 | -24 | 3
Cc1noc(C)c1NC(=O)Nc1ccc2c(c1)CC(=O)N([C@@H](C)CO)C[C@H](C)[C@@H](CN(C)S(=O)(=O)c1cn(C)cn1)O2 | -24 | 3

(listing goes on)
Molecule | T cruzi HTS | INS-1E rescue
Cc1ccccc1CN(C)C[C@@H]1OCc2cnnn2CCCC(=O)N([C@H](C)CO)C[C@@H]1C | 2 | .
C[C@@H]1CN([C@@H](C)CO)C(=O)Cc2cc(NC(=O)c3ccncc3)ccc2O[C@@H]1CN(C)C(=O)Nc1ccc(C(F)(F)F)cc1 | -22 | 5
C[C@@H]1CN([C@H](C)CO)C(=O)c2cc(NC(=O)CCCCCC(=O)Nc3ccccc3N)ccc2O[C@H]1CN(C)S(=O)(=O)c1ccc(Cl)cc1 | 18 | -3
C[C@H]1CN([C@@H](C)CO)C(=O)Cc2cc(N(C)C)ccc2O[C@H]1CN(C)S(=O)(=O)c1cn(C)cn1 | . | -7
C[C@@H]1CN([C@@H](C)CO)C(=O)c2cccc(NC(=O)c3nc4ccccc4s3)c2O[C@@H]1CN(C)Cc1ccc(Oc2ccccc2)cc1 | 28 | -73
C[C@H]1CN([C@@H](C)CO)C(=O)Cc2cc(NS(=O)(=O)c3ccccc3)ccc2O[C@H]1CN(C)S(=O)(=O)c1cccs1 | 0 | 5
C[C@H](CO)N1C[C@H](C)[C@@H](CN(C)S(=O)(=O)c2ccc(F)cc2)Oc2ccc(NC(=O)Nc3ccc(F)cc3)cc2C1=O | -10 | -3
C[C@H](CO)N1C[C@H](C)[C@@H](CN(C)Cc2ccc3c(c2)OCO3)Oc2ccc(NS(=O)(=O)c3ccc(F)cc3)cc2C1=O | 59* | 3

The listing continues.
Molecule | T cruzi HTS | INS-1E rescue
CC(C)NC(=O)N(C)C[C@@H]1Oc2ncc(-c3ccccc3)cc2C(=O)N([C@H](C)CO)C[C@@H]1C | -11 | .
C[C@H]1CN([C@@H](C)CO)C(=O)c2cccc(NS(=O)(=O)c3cccs3)c2O[C@H]1CN(C)CC1CCCCC1 | 28 | 1
C[C@@H]1CN([C@H](C)CO)C(=O)c2cc(NC(=O)NC3CCCCC3)ccc2O[C@@H]1CN(C)C(=O)Nc1ccc(F)cc1 | 6 | -2
C[C@@H]1CN([C@@H](C)CO)C(=O)Cc2cc(NC(=O)Nc3ccc4c(c3)OCO4)ccc2O[C@@H]1CN(C)C(=O)Nc1ccccc1 | -10 | 5
C[C@@H]1CN([C@H](C)CO)C(=O)c2cccc(NC(=O)C3CCOCC3)c2O[C@@H]1CN(C)C(=O)Nc1ccc(C(F)(F)F)cc1 | -15 | 7
C[C@@H]1CN([C@H](C)CO)C(=O)c2cccc(NC(=O)Nc3ccc(C(F)(F)F)cc3)c2O[C@H]1CN(C)C | 3 | -10
Cc1noc(C)c1NC(=O)Nc1ccc2c(c1)C(=O)N([C@@H](C)CO)C[C@@H](C)[C@@H](CN(C)C(=O)Nc1cccc3ccccc13)O2 | -43 | 6
C[C@H](CO)N1C[C@H](C)[C@H](CN(C)Cc2ccc(Cl)c(Cl)c2)Oc2ccc(NC(=O)c3ccncc3)cc2C1=O | 24 | 2

(continued)
Molecule | T cruzi HTS | INS-1E rescue
C[C@H](CO)N1C[C@H](C)[C@H](CN(C)Cc2ccc(C(F)(F)F)cc2)Oc2ccc(NC(=O)c3ccncc3)cc2C1=O | -6 | .
C[C@@H]1CN([C@H](C)CO)C(=O)Cc2cc(NC(=O)Nc3cccc4ccccc34)ccc2O[C@@H]1CN(C)S(=O)(=O)c1ccc(Cl)cc1 | 24 | 4
C[C@@H]1CN([C@H](C)CO)C(=O)c2cc(NS(=O)(=O)c3cn(C)cn3)ccc2O[C@H]1CN(C)Cc1ccc(C(F)(F)F)cc1 | -7 | .
C[C@H]1CN([C@@H](C)CO)C(=O)CCCn2nncc2CO[C@@H]1CN(C)C(=O)CCCN(C)C | -11 | .
COc1ccc(NC(=O)N(C)C[C@@H]2Oc3ccc(NC(=O)Cc4cn(C)c5ccccc45)cc3CC(=O)N([C@H](C)CO)C[C@@H]2C)cc1 | -7 | 4
C[C@@H]1CCCCO[C@@H](CN(C)C)[C@@H](C)CN([C@H](C)CO)C(=O)c2cc(N(C)C)ccc2O1 | -13 | 8
C[C@@H]1CN([C@@H](C)CO)C(=O)c2cccc(NS(=O)(=O)c3ccc(Cl)cc3)c2O[C@H]1CN(C)S(=O)(=O)c1cn(C)cn1 | -7 | 4
Cc1noc(C)c1NC(=O)N(C)C[C@@H]1OCCCC[C@@H](C)Oc2ccc(NC(=O)c3ccccc3)cc2C(=O)N([C@H](C)CO)C[C@@H]1C | -20 | 9

Following part:
Molecule | T cruzi HTS | INS-1E rescue
Cc1noc(C)c1NC(=O)Nc1ccc2c(c1)C(=O)N([C@@H](C)CO)C[C@H](C)[C@H](CN(C)Cc1ccc(-c3ccccc3)cc1)O2 | -5 | -3
Cc1noc(C)c1NC(=O)Nc1ccc2c(c1)C(=O)N([C@@H](C)CO)C[C@@H](C)[C@@H](CN(C)Cc1ccccc1)O2 | -5 | .
C[C@@H]1CN([C@@H](C)CO)C(=O)c2cc(NC(=O)CCCN(C)C)ccc2O[C@H]1CN(C)Cc1ccc(Cl)c(Cl)c1 | -11 | 3
CC(C)NC(=O)N(C)C[C@@H]1Oc2ccc(NC(=O)C3CC3)cc2C(=O)N([C@H](C)CO)C[C@H]1C | -9 | 5
C[C@@H]1CN([C@H](C)CO)C(=O)CCCn2nncc2CO[C@H]1CN(C)S(=O)(=O)c1ccc2c(c1)OCCCO2 | -19 | 2
Cc1noc(C)c1S(=O)(=O)Nc1ccc2c(c1)C(=O)N([C@@H](C)CO)C[C@H](C)[C@@H](CN(C)S(C)(=O)=O)O2 | -5 | .

Rows were taken by chance; overall some 4.8% were active at least once.
